Furin inh: inhibitors of human furin; 220,000 tested, 0.061% active; purified furin, fluorogenic substrate cleavage; inhibition, % at 30 µM; P09958; in the data active = inhibition above about 25%; also: inactives centre near -15
Calpain2 inh: calpain II (pig) inhibition. inhibition, % at 16 µM. 220,000 tested, 0.37% active. purified calpain II, fluorogenic peptide substrate, 30 min. AID 1236;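 active = inhibition above about 50%, limit read from the data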
hK5 inh: kallikrein 5 (human) inhibition; AID 873; 210,000 tested, 0.59% active; inhibition, % at 5 µM; Q9Y337; recombinant hK5, fluorogenic AMC substrate cleavage;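 active = inhibition of 40% or more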;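 also: 0% = enzyme controls without compound and 100% = no-enzyme blanks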
FXIIa inh: inhibitors of human coagulation factor XIIa | P00748 | purified FXIIa, Boc-QGR-AMC fluorogenic substrate, 2 h | inhibition, % at 5 µM | 220,000 tested, 0.3% active; in the data active = inhibition above about 40%;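 also: 0% = enzyme with no compound and 100% = blank without enzyme; many of its hits are not listed in these tables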
FXIa inh 1536: blocks human coagulation factor XIa protease activity. P03951. AID 798. purified FXIa, Boc-Glu-Ala-Arg-AMC fluorogenic substrate. inhibition, % at 5 µM. 220,000 tested, 0.14% active;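 active = inhibition of at least 40%; inactive = inhibition below 40%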;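 also: fluorescence of freed AMC excited at 355 nm; 0% = enzyme without compound and 100% = no enzyme blank; many of its hits are not listed in these tables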
Cl transport mod: modulators of human KCC2 chloride dependent transport; 190,000 tested, 2.2% active; KCC2 cells, thallium flux FluoZin-2 fluorescence; B-score of Tl+ flux slope (higher = more flux/activation; lower = inhibition) at 10 µM;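 active = thallium flux slope and its plate-corrected score both differing from the plate sample mean at a set confidence after two filtering rounds, in either direction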;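 also: slope of fluorescence scaled to starting intensity during 10 to 20 s after thallium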
PERK inh: inhibitors of human PERK kinase. Q9NZJ5. CHO PERK-DD fusion, SEAP luminescence translation reporter. inhibition, % at 5.6 µM. 220,000 tested, 0.17% active. AID 1416;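 active = inhibition above the mean inhibition of all tested compounds plus 3 SD, set separately per screening campaign, cut at about 2.9% in these data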;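 also: PERK kinase domain activated by AP20187 dimerizer at 100 nM; 0% = DMSO with dimerizer and 100% = rapamycin at 8.4 µM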
Target sequence (Q9NZJ5 whole entry, looked up, the tested form may be a part): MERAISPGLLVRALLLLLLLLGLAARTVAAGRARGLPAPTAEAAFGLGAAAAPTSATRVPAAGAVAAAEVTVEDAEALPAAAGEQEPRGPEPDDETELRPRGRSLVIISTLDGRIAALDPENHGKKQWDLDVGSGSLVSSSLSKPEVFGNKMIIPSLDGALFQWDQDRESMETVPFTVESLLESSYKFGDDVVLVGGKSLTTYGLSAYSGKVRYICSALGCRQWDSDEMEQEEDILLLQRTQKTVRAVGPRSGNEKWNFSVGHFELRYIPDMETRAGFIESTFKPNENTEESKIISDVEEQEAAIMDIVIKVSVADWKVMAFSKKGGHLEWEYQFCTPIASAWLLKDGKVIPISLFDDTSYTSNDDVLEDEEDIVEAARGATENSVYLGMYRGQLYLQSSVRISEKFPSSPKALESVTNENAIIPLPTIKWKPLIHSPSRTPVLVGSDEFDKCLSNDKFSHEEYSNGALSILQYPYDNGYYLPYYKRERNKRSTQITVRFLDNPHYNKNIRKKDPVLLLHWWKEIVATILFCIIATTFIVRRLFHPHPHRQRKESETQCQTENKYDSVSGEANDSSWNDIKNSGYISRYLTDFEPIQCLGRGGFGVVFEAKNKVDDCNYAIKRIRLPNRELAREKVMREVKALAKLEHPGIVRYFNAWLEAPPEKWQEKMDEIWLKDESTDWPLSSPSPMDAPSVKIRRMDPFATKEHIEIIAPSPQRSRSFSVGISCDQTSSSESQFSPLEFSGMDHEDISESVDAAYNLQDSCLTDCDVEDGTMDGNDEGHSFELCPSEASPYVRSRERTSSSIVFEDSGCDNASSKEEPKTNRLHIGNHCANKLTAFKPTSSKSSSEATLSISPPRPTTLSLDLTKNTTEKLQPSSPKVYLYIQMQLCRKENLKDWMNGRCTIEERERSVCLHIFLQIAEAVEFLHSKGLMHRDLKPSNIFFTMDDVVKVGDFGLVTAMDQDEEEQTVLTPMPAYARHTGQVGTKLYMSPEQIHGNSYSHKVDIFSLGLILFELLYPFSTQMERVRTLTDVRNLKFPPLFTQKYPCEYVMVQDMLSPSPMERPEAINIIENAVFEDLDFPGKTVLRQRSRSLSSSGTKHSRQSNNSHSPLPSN
Thrombin inh: inhibitors of human thrombin | P00734 | 220,000 tested, 0.26% active | alpha-thrombin, Boc-VPR-AMC fluorogenic substrate cleavage | inhibition, % at 5 µM;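 active = inhibition at or above 40%; inactive = inhibition below 40%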;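 also: 0% = enzyme with no compound and 100% = wells without enzyme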
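Material: human alpha-thrombin protein. Incubation: reaction at ambient temperature. Technique: fluorescence of released AMC, ex 355 nm, em 460 nm. Control set: no-compound enzyme wells and no-enzyme blanks. Also added: Boc-VPR-AMC substrate, 15 µM final. Buffer or medium: pH 7.5 Tris (50 mM) with NaCl 150 mM, Tween 20 0.05%.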
Rad51 HR inh: blocks human Rad51 in homologous recombination | Q06609 | hRad51 DNA strand exchange, fluorescence dequenching | inhibition, % at 10 µM | 200,000 tested, 0.085% active;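 active = inhibition above 40% at the single screening dose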;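 also: 0% = DMSO control wells and 100% = blanks with heterologous ssDNA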
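System: human Rad51 nucleoprotein filaments preassembled on unlabelled ssDNA. Reagent: labelled 47-mer dsDNA for strand exchange. Schedule: 30-min compound preincubation and 15-min exchange, both room temperature. Measured by: FRET fluorescence dequenching, excitation 485 nm, emission 520 nm. Read-out: Fluorescence-based percent inhibition, control- and blank-normalised. Benchmarks: plate controls and plate blanks.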
* marks the source's active call; other numbers are inactive results; x = not tested or not shown; [ ] = remark or other dose. Not all compounds are listed; rates above refer to the full screens.

Below each compound – Rad51 HR inh	PERK inh	Furin inh	hK5 inh	FXIIa inh	Cl transport mod	Thrombin inh	Calpain2 inh	FXIa inh 1536
> CCOC(=O)N1CCN(S(=O)(=O)c2cc(Cl)ccc2Cl)CC1
 : -1	-0.6	-12	2	8	-0.84	-4	-14	1
> CCOc1ccccc1OCCOc1cccc(C(F)(F)F)c1
 : 0	0.1	-10[20 µM]	-26	3	-0.4	-11	13	-6
> CCOc1cc(N2CCOCC2)c(OCC)cc1NC(=O)C(C)(C)C
 : 13	0.9	-41	-1	5	-0.018	0	0	-3
> Nc1[nH]n2c(=O)c3c(nc2c1N=Nc1ccc(Cl)cc1)CCCC3
 : -4	0.6	-15	-155	8	x	7	-237	-3
> Cc1ccc(Nc2nc(N)c([N+](=O)[O-])c(NCCO)n2)cc1
 : 16	-1.1	0	5	7	-0.16	0	-6	4
> COCCn1c(N)c(C#N)c2nc3ccccc3nc21
 : -3	-0.3	-20[20 µM]	-21	-15	x	-10	-484	-10
> Cc1cc(N2CCOCC2)ncc1[N+](=O)[O-]
 : -6	1.2	-5[20 µM]	9	6	0.013	3	21	1
> O=C(Nc1ccc(Cl)cc1)c1csc(-c2ccccc2)n1
 : -1	1.8	-14[20 µM]	-13	13	x	-1	17	2
> Cc1ccc(-c2ccc(/C=C/C(=O)c3ccccc3)o2)cc1
 : x	-0.5	-4	-6	12	0.18	0	-37	8
> CCOCCCNCc1ccc(OCC(=O)N2CCOCC2)c(OC)c1
 : 7	2.6	-21	-17	-1	2.2	5	17	3
> COc1ccc(NC(=O)c2cccc(-n3c(C)ccc3C)c2)c(OC)c1
 : 5	-0.2	-11	-10	12	-2.8	-6	26	12
> CCCn1nc(C(=O)OCC(=O)Nc2cccc(S(N)(=O)=O)c2)c2ccccc2c1=O
 : 3	1.0	-21	4	9	-1.2	5	-5	-3
> CCCCn1c(=O)c(-c2ccccc2)c(O)c2ccccc21
 : 9	0.8	-24	-62	13	1.9	0	-13	0
> Cc1[nH]n(-c2ccccc2)c(=O)c1C(C[N+](=O)[O-])c1ccccc1Cl (centres undefined)
 : 12	0.7	-11[20 µM]	-15	-6	0.0019	-5	29	5
> O=C(Nc1ccccc1)C1CC(O)CN1S(=O)(=O)c1ccc([N+](=O)[O-])cc1 (centres undefined)
 : -2	1.4	-11	-4	8	0.066	-3	-18	4

Reprinted from the part before: 2 compounds, followed by the next part.
Below each compound – Rad51 HR inh	PERK inh	Furin inh	hK5 inh	FXIIa inh	Cl transport mod	Thrombin inh	Calpain2 inh	FXIa inh 1536
> Cc1[nH]n(-c2ccccc2)c(=O)c1C(C[N+](=O)[O-])c1ccccc1Cl (centres undefined)
 : 12	0.7	-11[20 µM]	-15	-6	0.0019	-5	29	5
> O=C(Nc1ccccc1)C1CC(O)CN1S(=O)(=O)c1ccc([N+](=O)[O-])cc1 (centres undefined)
 : -2	1.4	-11	-4	8	0.066	-3	-18	4
> COCCn1c(=NC(=O)/C=C/c2cccs2)sc2cc(NC(C)=O)ccc21
 : -4	0.6	-11	-9	6	-1.5	-3	-196	19
> CC(C)CCN(CCC(C)C)CC(O)Cn1c2ccccc2c(=O)c2ccccc21 (centres undefined)
 : 17	-0.6	-43	-7	-5	x	-12	-195	-6
> Cc1ccc(NC(=O)Nc2ccccc2C(=O)NCc2ccccc2)cc1
 : -5	0.1	-13[20 µM]	-2	10	2.1	1	2	2
> CCN(CC)S(=O)(=O)c1cccc(NC(=O)COC(=O)c2cc(=O)c3ccccc3o2)c1
 : x	0.4	-2	x	0	-0.55	0	9	-5
> COCCNc1cc(N)c([N+](=O)[O-])cc1[N+](=O)[O-]
 : 7	0.7	10	-11	4	-0.97	-5	15	1
> COc1ccc(/C=N/NC(=O)c2ccc3ccccc3c2)cc1OS(=O)(=O)c1ccc(NC(C)=O)cc1
 : -1	-0.4	-5[20 µM]	-14	10	-0.43	-4	-241	1
> CCCN1CCC(NC(=S)Nc2cccc(Cl)c2Cl)CC1
 : -7	-0.5	-16	3	5	-0.074	-1	-12	-5
> Cc1ccc(C(=O)NC(NCC2CCCO2)C(Cl)(Cl)Cl)cc1 (centres undefined)
 : 2	0.5	-15	-1	8	0.61	-8	6	1
> C=CCN(c1ccccc1C(=O)NCC(=O)O)S(=O)(=O)c1ccccc1C
 : 9	1.8	-14	-2	10	x	-3	-16	1
> O=C1CSC(=O)N1CC(O)COc1ccc(Cl)cc1 (centres undefined)
 : 0	0.8	-21	-15	-12	x	-11	-32	-9
> CCc1ccc2oc(=O)cc(CN3CCN(c4ccc(F)cc4)CC3)c2c1
 : 3	-0.9	-18	8	3	-3.8	-4	27	-9
> Cc1cccc2nc3ccccc3nc12
 : -8	1.0	-29	20	15	0.14	2	-46	3
> CCOC1(OCC)N=C(N)C2(C#N)C(c3cccc(OC)c3OC)C12C#N (centres undefined)
 : -9	0.8	-23	-2	6	-0.44	-4	-4	4
> COc1cc2c(cc1NC(=O)c1cc(-c3cccnc3)nc3ccc(C)cc13)oc1ccccc12
 : -6	1.0	-8[20 µM]	7	0	x	-2	-163	-7
> O=C(Nc1ccc(F)cc1)C1CCC(N2C(=O)c3ccccc3C2=O)CC1 (centres undefined)
 : -1	0.2	-24[20 µM]	-11	11	0.048	-1	19	-2
> CC(C)Nc1nnc(SCC(=O)/C=C2\N(C)c3ccccc3C2(C)C)s1
 : -15	-0.4	-3	3	0	-1.4	-2	16	-2
> O=C(c1ccc(S(=O)(=O)N2CCCCC2)cc1)N1CCN(CCN2C(=O)c3cccc4cccc(c34)C2=O)CC1
 : -2	0.6	-32	3	12	-0.051	2	-32	1
> CCOC(=O)c1ccccc1NC(=O)CSc1nc2ccccc2o1
 : -11	0.7	-22	-14	-9	-1.3	-1	-4	-12
> COc1ccc(N(C2=NCCCS2)S(=O)(=O)c2ccc(C(C)(C)C)cc2)cc1
 : x	0.2	-1	x	6	x	1	-13	2
> O=C(CSc1ccccc1C(=O)O)NC1CCCCCCC1
 : 1	0.5	-19[20 µM]	-19	14	x	4	4	4
> CCN1C(=O)OC2(CCCCC2)C1(C)O (centres undefined)
 : 3	1.9	-14[20 µM]	7	2	-0.2	-6	-7	-8
> Cc1cccc(C(=O)N2c3ccccc3C(=O)OC2c2ccc3c(c2)OCO3)c1 (centres undefined)
 : x	-0.2	-6[20 µM]	-13	9	-0.71	4	5	2
> O=C(Cn1c(=O)oc2ccccc21)Nc1n[nH]c(=S)s1
 : x	0.9	-23	3	7	0.28	-7	-5	8
> COc1ccc(CC(=O)NNC(=O)c2nn(Cc3ccccc3)c(=O)c3ccccc23)cc1OC
 : -10	-1.1	-6	8	18	0.6	6	9	7
> CC(=O)Nc1cccc(NC(=O)c2cc(-c3cccnc3)nc3ccc(Br)cc23)c1
 : 0	0.0	-25	-1	14	0.53	4	-40	3
> Oc1c(C(c2cccs2)N2CCN(c3ccc(F)cc3)CC2)sc2ncnn12 (centres undefined)
 : 7	-0.4	-10	-1	22	x	-3	-91	7
> COC(=O)c1[nH]c2ccc(C)cc2c1NC(=O)Nc1ccc(OC)cc1
 : -9	-0.2	-20[20 µM]	-8	15	x	6	17	3
> COCCCn1c(-c2cccs2)nc2nc3ccccc3nc21
 : 22	-0.5	-29	-8	-20	0.06	2	-326	-9
> Nc1ncc(Br)cc1N=Cc1ccccc1
 : -7	0.5	-21	-5	5	-0.28	-11	-5	4
> C/C(=N\NC(N)=S)c1cccnc1
 : 4	1.2	-13	-4	6	0.99	2	-13	-1
> COc1ccc(NC(=S)N(CCCN2CCN(C)CC2)Cc2cccs2)cc1
 : -10	0.0	-10	-10	23	0.99	-6	15	19
> COc1cccc(-c2nnc(SCC(=O)Nc3cc(C)on3)o2)c1
 : 5	0.6	-18[20 µM]	1	2	-0.23	1	-1	0
> COc1cccc(/C=N/Nc2ncnc(Cl)c2N)c1O
 : -9	-0.3	13	-38	22	-0.32	24	33	20
> CCOC(=O)c1[nH]nc(-c2c(O)cc(C)cc2O)c1-c1csc(C)n1
 : 4	-0.9	-13[20 µM]	1	13	0.05	-4	-13	-1
> COCCNC(=S)Nc1ccc2nsnc2c1
 : -2	0.6	-6	-18	7	0.27	-10	0	6
> O=C(Nc1ccccc1)N1CCC(n2c(=O)[nH]c3ccccc32)CC1
 : -5	-0.4	-7	18	8	x	7	11	11
> Clc1ccc(-n2ncc3c(N4CCCCCC4)ncnc32)cc1
 : -3	0.8	-22	-4	25	-1.3	-1	-8	18
> Cc1n[nH]c(C)c1-c1nc2ccccc2[nH]1
 : -2	1.1	-1	13	14	x	-1	-18	7
> COCCOC(=O)C1=C(C)NC(=O)NC1/C=C/c1ccccc1 (centres undefined)
 : 5	1.0	-16	-3	4	-0.03	0	4	6
> O=C(Nc1ccc(Cl)cc1C(F)(F)F)c1ccc(Cl)cc1
 : x	2.3	-13[20 µM]	-9	8	0.57	-5	6	4
> CC(NS(=O)(=O)c1cccc(S(=O)(=O)c2ccccc2)c1)C(=O)O (centres undefined)
 : -3	0.6	-6	0	7	0.8	-1	5	11
> O=C(Nc1nc(-c2ccc(F)c(F)c2)cs1)c1cnccn1
 : -44	0.4	-18	-6	12	0.92	-1	9	0
> Cc1nc2cc(NCc3ccccc3O)ccc2n1Cc1ccccc1
 : -4	-0.3	-13	0	3	0.24	-8	-9	-2
> Cc1ccc2c(NC(=O)C3CC3)c(C)ccc2n1
 : 9	-0.8	-14	-20	14	0.66	1	-13	4
> COc1cccc(Nc2c3c(nc4c(-c5ccccc5)c(C)nn24)CCC3)c1
 : -6	-1.0	-2	8	5	1.4	14	-35	9
> CCC(=O)N1CCc2cc(Br)cc(S(=O)(=O)CCC(=O)NCC3CCCO3)c21 (centres undefined)
 : x	1.0	-17[20 µM]	-13	0	0.93	-2	-36	1
> COc1ccc(C(CNC(=O)c2cncc(Br)c2)N(C)C)cc1 (centres undefined)
 : 6	0.7	-31	-19	-1	0.11	2	-3	-22
> CC1=CS(=O)(=O)CC1Sc1nc2ccccc2[nH]1 (centres undefined)
 : x	1.4	-27	-2	15	-0.16	3	-4	5
> CCC(Sc1nnnn1C)C(=O)Nc1ccc(C(C)=O)cc1 (centres undefined)
 : 3	-1.1	-16	0	13	-0.4	1	-4	5
> C=CCn1c(N2CCN(c3ccc(OC)cc3)CC2)nc2c1c(=O)[nH]c(=O)n2C
 : x	1.1	-21	x	9	0.066	-1	-10	1
> CCCCCn1c(C(Cc2ccccc2)NC(C)=O)nc2ccccc21 (centres undefined)
 : 5	0.3	-15	-1	19	-0.36	-2	-32	3
> CCOC(=O)C1C(=O)NC(N2CCN(c3ccccc3)CC2)=NC1c1ccco1 (centres undefined)
 : -4	1.2	-17[20 µM]	-39	-17	-0.24	-16	-44	-8
> Clc1ccc(-c2nnc(-c3ccccc3)o2)c(Cl)c1
 : 4	1.2	-10	3	7	x	1	28	-4
> Cn1c(Cn2cnc([N+](=O)[O-])n2)nnc1SCC(=O)Nc1ccccc1
 : x	0.7	-21	-35	-1	0.47	-10	21	-8
> COc1ccc(S(=O)(=O)NCCC(=O)NCc2ccc(F)cc2)cc1
 : x	0.9	29*	-14	-2	0.045	-1	2	-5
> O=C(NCCc1c[nH]c2ccccc12)/C(=C\c1cccnc1)NC(=O)c1ccccc1Br
 : 6	0.7	-17	0	6	-1.2	-3	-21	-1
> COc1ccc2c(C(=O)CN(C)C3CCCCC3)c[nH]c2c1
 : -4	-0.1	-14[20 µM]	10	15	x	3	-5	11
> CCC(C)NC(=O)C1c2cc(OC)c(OC)cc2C(=O)N(C)C1c1ccc(OC)cc1 (centres undefined)
 : 1	-0.8	-6[20 µM]	-28	4	-0.86	-5	-9	-1
> Cc1cc(C(=O)NCCC2=CCCCC2)no1
 : -5	0.8	-8[20 µM]	2	-2	-1.3	-7	13	-5
